High-throughput results from PubChem BioAssay.
SUMO1-SIM PPI = modulators of SUMO1 protein-protein interactions, primary screen, biochemical, uHTS; Small ubiquitin-related modifier 1 (Homo sapiens), P63165; SUMO1 binding to a labelled peptide, TR-FRET, 1 h; inhibition, % at 20 µM; 0.33% of 360,000 active; in the data active = inhibition above about 37%
Rpn11 inh = Rpn11 (PSMD14) deubiquitinase inhibitors, primary screen, biochemical, fluorescence polarization, uHTS. 26S proteasome non-ATPase regulatory subunit 14 (Homo sapiens), O00487. human 26S proteasome, Ub4-pepOG fluorescence polarization; 20S core pre-blocked with epoxomicin. calls only at 20 µM. 0.59% of 360,000 active. AID 588493, 2011;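 active = inhibition at 20 µM, scaled to each plate's controls, above about 33%, limit read from the data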
Target sequence (O00487 whole entry, looked up): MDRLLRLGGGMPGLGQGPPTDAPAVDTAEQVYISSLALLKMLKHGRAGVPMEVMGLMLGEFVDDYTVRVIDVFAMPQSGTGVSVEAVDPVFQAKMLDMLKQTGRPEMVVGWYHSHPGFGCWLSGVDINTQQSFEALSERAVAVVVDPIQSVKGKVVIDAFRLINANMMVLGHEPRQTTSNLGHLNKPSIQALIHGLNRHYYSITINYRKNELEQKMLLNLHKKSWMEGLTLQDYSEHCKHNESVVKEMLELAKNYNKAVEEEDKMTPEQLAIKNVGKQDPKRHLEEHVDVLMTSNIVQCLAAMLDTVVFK
Tb MetRS inh = T. brucei MetRS inhibitors, primary screen, biochemical, luminescence; methionyl-tRNA synthetase (Trypanosoma brucei brucei); purified T. brucei MetRS, ATP depletion, Kinase-Glo luminescence; inhibition, % at 11.9 µM; 0.4% of 360,000 active; AID 624268, 2012;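 active = inhibition above a per-plate cutoff of the control wells' mean inhibition plus 3 SD, cut at about 5.5% in these data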;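 also: 0% = DMSO wells median and 100% = median of wells with control inhibitor compound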
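Measured by: Kinase-Glo luciferase luminescence reporting remaining unconsumed ATP. Material: purified T. brucei MetRS enzyme. Doses: 11.9 µM compound single dose, 0.9% DMSO. Medium: HEPES buffer containing pyrophosphatase, BSA, spermine, DTT. Times: 15 min preincubation, 2 h reaction, all 25 °C. Reagent: methionine, ATP and bulk E. coli tRNA.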
DNMT1 inh = human DNMT1 methyltransferase inhibitors, primary screen, biochemical, molecular beacon, fluorescence, HinP1I cleavage, uHTS. AID 588458, 2011. inhibition (reported as % activation of signal), % at 10 µM. 0.83% of 360,000 active; in the data active = inhibition above about 50%
Scp1 inh = Scp-1 phosphatase inhibitors, primary screen, biochemical, colorimetric, uHTS; Carboxy-terminal domain RNA polymerase II polypeptide A small phosphatase 1 (Homo …; Recombinant Scp1, phosphopeptide, malachite green phosphate absorbance; inhibition, % at 20 µM; 0.88% of 340,000 active;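 active = inhibition above about 50% at 20 µM, limit read from the data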;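 also: plate controls were DMSO wells with enzyme for no effect and wells lacking enzyme for full effect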
Target sequence (Q9GZU7 76-261 limits assumed): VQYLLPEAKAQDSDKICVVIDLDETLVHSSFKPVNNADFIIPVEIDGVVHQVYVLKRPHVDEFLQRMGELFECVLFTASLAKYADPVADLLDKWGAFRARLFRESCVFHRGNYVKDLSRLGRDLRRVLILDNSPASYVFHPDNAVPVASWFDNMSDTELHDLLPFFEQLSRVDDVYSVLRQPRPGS
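Incubation: 45 min enzyme reaction at room temperature / System: truncated SCP-1 phosphatase (76-261aa) / Reagent: Phospho 17-mer peptide substrate / Buffer or medium: Acidic Tris acetate buffer with magnesium and detergent / Signal: absorbance at 630 nm / Doses: one concentration, 20 µM, with 1.0% DMSO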
MsrA inhibitor = bovine MsrA enzyme inhibitors, primary screen, biochemical, absorbance, HTS; inhibition, % at 15.5 µM; purified bovine MsrA, absorbance read-out; 0.75% of 360,000 active; Methionine sulfoxide reductase A (Bos taurus); AID 651718, 2012; in the data active = inhibition above about 4.5%;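 also: 0% = vehicle wells with enzyme and 100% = reference inhibitor wells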
STEP block = STEP phosphatase inhibitors, primary screen, biochemical, fluorescence intensity, uHTS; Tyrosine-protein phosphatase non-receptor type 5 (Homo sapiens), P54829; inhibition, % at 20 µM; 0.25% of 360,000 active; recombinant STEP, OMFP fluorogenic substrate;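 active = inhibition at 20 µM, scaled per plate between control wells, above about 37%, limit read from the data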;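 also: 0% = DMSO with enzyme and substrate and 100% = substrate only without enzyme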
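Material: STEP (striatal-enriched tyrosine phosphatase) enzyme, cell-free; Compound dosing: 20 µM single dose in 1% DMSO; Technique: fluorescence read at 480 nm ex / 540 nm em; Times: reaction 20 min, ambient temperature; Medium: 50 mM Bis-Tris pH 6.0 with 2.5 mM DTT and 0.005% Tween 20; Also added: OMFP at 25 µM.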
CSN deneddyl inh = inhibitors of CSN-mediated cullin deneddylation, primary screen, biochemical, fluorescence polarization, uHTS; COP9 signalosome complex subunit 5 (Homo sapiens), Q92905; Purified CSN, SCF-Nedd8-OG deneddylation; inhibition, % at 12.5 µM; 0.38% of 360,000 active;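 active = pattern-corrected inhibition above about 35%, with an unprinted fluorescence ratio check between 0.5 and 1.5, limit read from the data, passing the limit was not always enough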;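 also: 0% = enzyme with substrate and 100% = substrate without enzyme; some results filed as inactive read as strong as hits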
Target sequence (Q92905 whole entry, looked up, one chain of several): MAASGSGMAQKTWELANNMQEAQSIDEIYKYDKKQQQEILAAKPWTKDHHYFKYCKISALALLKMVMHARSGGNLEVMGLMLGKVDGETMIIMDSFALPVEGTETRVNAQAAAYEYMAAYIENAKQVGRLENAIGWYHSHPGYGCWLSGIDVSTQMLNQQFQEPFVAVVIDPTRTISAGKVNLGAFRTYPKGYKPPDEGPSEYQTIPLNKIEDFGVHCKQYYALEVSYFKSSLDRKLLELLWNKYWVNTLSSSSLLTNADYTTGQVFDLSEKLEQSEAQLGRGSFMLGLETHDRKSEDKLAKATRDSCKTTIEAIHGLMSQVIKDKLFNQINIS
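Test system: purified human Csn5 enzyme expressed in HEK293T cells. Amount: 0.24 nM enzyme. Reagent: SCFSkp2-Nedd8OG substrate at 10 nM final. Schedule: 90 min incubation of compound, enzyme and substrate at room temperature. Detection: fluorescence polarization. Read-out: % inhibition of substrate cleavage by Csn5.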
NadD inh = inhibitors of S. aureus NadD, primary screen, biochemical, colorimetric, uHTS | Nicotinate-nucleotide adenylyltransferase NadD (Staphylococcus aureus N315) | purified NadD enzyme, colorimetric absorbance read-out | inhibition, % at 20 µM | 0.78% of 360,000 active | AID 602399, 2012; in the data active = inhibition above about 26%; also: some compounds past the cut are filed as inactive
LMPTP inh = LMPTP phosphatase inhibitors, primary screen, biochemical, fluorescence intensity, uHTS | recombinant LMPTP-A, OMFP fluorogenic substrate | 0.22% of 360,000 active | inhibition, % at 20 µM;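 active = compounds that cut the enzyme signal by at least half of the control window in the single-dose screen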;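 also: plate controls were DMSO wells with enzyme plus substrate for no effect and substrate without enzyme for full effect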
Target sequence (P24666 whole entry, looked up): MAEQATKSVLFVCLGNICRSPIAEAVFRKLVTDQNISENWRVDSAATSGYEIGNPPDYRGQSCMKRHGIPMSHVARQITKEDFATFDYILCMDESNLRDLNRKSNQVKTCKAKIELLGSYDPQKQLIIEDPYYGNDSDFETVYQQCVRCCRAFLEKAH
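Test system: LMPTP-A phosphatase enzyme. Amount: LMPTP-A at 0.625 nM final in the reaction. Reagent: OMFP substrate, 400 µM final. Times: 50 min at room temperature. Signal: endpoint fluorescence intensity from OMFP dephosphorylation. Read-out basis: % inhibition. Benchmarks: no-enzyme and uninhibited controls.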
* = called active by the depositor; i = inactive; x = not tested or not shown; + = active, no number.

SUMO1-SIM PPI	Rpn11 inh	Tb MetRS inh	DNMT1 inh	Scp1 inh	MsrA inhibitor	STEP block	CSN deneddyl inh	NadD inh	LMPTP inh	mol
9	i	0.0	1	-6	-0.4	-1	0	-4	2.1	CCOc1cc2c(cc1OC)C(c1cccc([N+](=O)[O-])c1)NCC2 (configuration not stated)
-4	i	-0.4	-2	-7	6.9*	0	-1	6	-1.1	Nc1ccc(-c2nc3ncccc3o2)cc1
-4	i	-0.4	2	-5	-0.5	1	-2	-4	0.5	O=C(NCC(c1ccco1)N1CCN(c2ccc(F)cc2)CC1)OCc1ccccc1 (configuration not stated)
-1	i	0.3	1	-12	-1.7	3	3	0	-2.8	O=C(O)C1C2CC3C(OC(=O)C31)C2Cl (configuration not stated)
3	i	-0.1	5	x	1.1	0	-2	-3	-0.8	O=C(NCc1ccccc1)c1cc(C2CCCN(C(=O)c3cccs3)C2)on1 (configuration not stated)
-2	i	-0.2	2	x	-1.0	1	-4	-3	0.2	Cc1cc(OCC(=O)OCC(=O)N2CCCCC2)ccc1Cl
-7	i	-1.8	-8	7	1.0	-2	-1	-5	1.8	CCOC(=O)c1c(C)[nH]c(N=Nc2ccccc2C)c1C
11	i	-0.4	0	-5	-0.3	2	-1	-11	5.2	CC(=O)N1CCN(S(=O)(=O)c2cccc(C(=O)OCc3ccc(C(C)(C)C)cc3)c2)CC1
16	i	-0.7	3	13	-0.5	4	5	14	0.5	Cc1ccc(-c2nc(N)c3c(-c4ccc(C)cc4)nn(C(C)(C)C)c3n2)cc1
3	i	-0.2	3	-5	0.0	-4	5	-8	-0.6	COc1cc(Cl)c(C)cc1NC(=O)CSc1nnc(CN2CCCC2)o1
2	i	-0.4	0	-15	2.0	1	1	1	3.3	COc1ccc(Nc2ncnc3ccccc23)cc1
-4	i	-0.7	-2	-7	-0.1	2	-2	-6	0.1	CCCCOC(=O)c1ccc(NC(=O)c2cnccn2)cc1
-1	i	0.2	-4	-7	-0.4	1	-4	-1	-2.1	O=C(Cn1cncn1)c1ccc(F)cc1F
0	i	-0.7	-1	1	-0.2	0	1	-1	0.7	Cn1c(CNC(=O)c2ccco2)nnc1SCC(=O)N1CCN(c2ccccc2F)CC1
1	i	0.2	1	-7	-0.7	0	3	3	0.5	COc1ccccc1CNC(=O)COC(=O)c1cccc(S(=O)(=O)N2CCCC2)c1
0	i	-0.8	4	5	-0.3	-2	1	1	-0.7	O=C(c1ccco1)N(Cc1ccc(Cl)cc1)C1CCS(=O)(=O)C1 (configuration not stated)
2	i	-0.2	1	-6	-1.7	-1	-4	-1	-2.2	Cc1cc(C(=O)N2CCN(c3ncccn3)CC2)nn1C
-2	i	-0.3	5	-4	0.7	0	-3	2	-1.1	CN(C)c1ncnc2[nH]ncc12
0	i	-0.1	2	-4	-0.5	0	1	-22	-2.0	Cc1ccc(N2CC(C(=O)NC3CC3)CC2=O)cc1 (configuration not stated)
-3	i	0.6	18	1	2.8	11	-2	0	0.5	Nc1cc(C(=O)OCC(=O)NC(c2ccccc2)c2ccccc2)ccc1Cl
-2	i	-1.1	-1	4	-0.5	-1	-2	-2	-2.0	CCN(CC)CCn1c(N)cc(=O)[nH]c1=O
-1	i	-0.2	-4	x	0.9	-4	-6	-2	3.0	COc1cccc(C(C)(O)c2nc(-c3cccc(F)c3)cs2)c1 (configuration not stated)
-33	i	0.6	-3	-3	0.9	5	-4	-5	0.1	Cc1cccc(NC(=O)c2ccc([N+](=O)[O-])o2)c1C
-3	i	-0.5	18	-1	-0.1	2	0	8	-1.9	CC(C)N1CCN(Cc2coc3ccccc3c2=O)CC1CCO (configuration not stated)
2	i	-1.9	13	-8	0.1	-2	2	9	0.6	COc1ccc(C(=O)Nc2ccc(C(=O)OCC(=O)c3ccccc3)cc2)cc1

Molecules shown so far that contain fluorine, in the order listed:
SUMO1-SIM PPI	Rpn11 inh	Tb MetRS inh	DNMT1 inh	Scp1 inh	MsrA inhibitor	STEP block	CSN deneddyl inh	NadD inh	LMPTP inh	mol
-4	i	-0.4	2	-5	-0.5	1	-2	-4	0.5	O=C(NCC(c1ccco1)N1CCN(c2ccc(F)cc2)CC1)OCc1ccccc1 (configuration not stated)
-1	i	0.2	-4	-7	-0.4	1	-4	-1	-2.1	O=C(Cn1cncn1)c1ccc(F)cc1F
0	i	-0.7	-1	1	-0.2	0	1	-1	0.7	Cn1c(CNC(=O)c2ccco2)nnc1SCC(=O)N1CCN(c2ccccc2F)CC1
-1	i	-0.2	-4	x	0.9	-4	-6	-2	3.0	COc1cccc(C(C)(O)c2nc(-c3cccc(F)c3)cs2)c1 (configuration not stated)

(listing goes on)
SUMO1-SIM PPI	Rpn11 inh	Tb MetRS inh	DNMT1 inh	Scp1 inh	MsrA inhibitor	STEP block	CSN deneddyl inh	NadD inh	LMPTP inh	mol
-4	i	-0.5	-3	-10	-0.1	-2	-1	-4	-0.6	O=C(COC(=O)c1cccnc1Cl)NC(=O)c1ccc(OC(F)F)cc1
4	i	-1.4	-1	-8	-0.3	-2	4	6	0.9	CSc1nnc(-c2ccco2)n1-c1ccccc1
-16	i	-0.9	-6	-7	0.6	-1	-5	-3	0.2	CN(C)Cc1nc2ccccc2c(=O)n1Cc1nc(-c2cccc([N+](=O)[O-])c2)cs1
1	i	7.8*	-2	2	-0.8	0	0	0	-0.6	N#Cc1c(N)n(C2OC(CO)C(O)C2O)c2ncnc(N)c12 (configuration not stated)
-5	i	-0.1	-1	-8	2.8	-2	6	6	0.9	Cc1ccc(C(=O)N/C(=C\c2ccco2)C(=O)N2CCOCC2)cc1C
5	i	-0.5	2	-30	1.5	1	-1	3	-0.5	O=S(=O)(Nc1nc2ccccc2nc1Cl)c1ccc2ccccc2c1
-3	i	-0.7	-2	-10	-0.4	1	2	-1	-1.5	CC(C)Sc1nc2c(c(=O)n(C)c(=O)n2C)n1Cc1ccc(Cl)cc1
-5	i	0.3	-6	-3	0.7	1	5	5	-0.6	O=C(/C=C/c1ccco1)Nc1ccccc1N1CCCC1
18	i	0.0	-3	-2	-1.1	1	2	0	-0.2	COc1cc(CNc2ccccc2Oc2cc(=O)n(C)c(=O)n2C)cc(OC)c1OC
-4	i	-0.2	-1	-6	-0.5	0	5	-8	-0.1	CCCNS(=O)(=O)c1ccc2c(c1)CCCN2C(C)=O
-3	i	-0.2	-5	-6	0.4	0	0	-3	-1.6	Cn1nc(C(=O)NNC(=O)CCc2ccccc2Cl)c2ccccc2c1=O
-18	i	-1.5	3	5	-0.4	2	5	0	-0.6	CCCC(CCC(=O)Nc1cc([N+](=O)[O-])ccc1O)C(=O)O (configuration not stated)
1	+	0.2	69*	112*	0.1	11	12	2	44	Cc1ccc(CSCC(=O)N/N=C/c2ccc(OCC(=O)Nc3ccc(C)cc3)cc2)cc1
6	i	-0.6	-2	-9	0.5	5	3	6	1.4	S=c1[nH]c2ccccc2n1CCOc1ccccc1
-6	i	-0.4	-1	-2	1.6	1	3	-5	-1.3	Cc1c(/C(O)=C2\C(=O)C(=O)N(CCCN(C)C)C2c2ccccc2)cnn1-c1ccccc1 (configuration not stated)
1	i	-0.4	0	-7	0.8	-1	6	-3	-0.6	COn1c(-c2ccc(Cl)cc2)nc2ncccc21
1	i	0.0	-3	-4	-0.5	-2	-3	-3	1.4	C=CCSC1=C(C#N)C(c2ccccc2)CC(=O)N1 (configuration not stated)
-3	i	0.7	-11	-12	0.3	2	2	2	1.5	O=C(CCc1ccc(S(=O)(=O)N2CCOCC2)cc1)Nc1ccc2ccccc2c1
11	i	-0.1	0	x	0.2	-2	4	3	-1.7	CC1(C(=O)NS(=O)(=O)c2ccc(Cl)s2)CCN1C(=O)Cc1ccc(-c2ccccc2)cc1 (configuration not stated)
8	i	0.2	-1	-6	0.6	-3	3	-2	-0.2	CC(=O)Nc1ccc(NS(=O)(=O)c2ccc3c(c2)oc(=O)n3C)cc1
4	i	-0.4	0	-5	-0.7	-1	0	-7	-0.2	C=CCc1ccc(OCCn2nnc3ccccc32)c(OC)c1
0	i	0.1	-20	-7	x	0	7	27	1.4	CCc1ccc(C2C(C#N)=C(N)C(C#N)(C#N)C3=CCC(C(C)(C)C)CC32)cc1 (configuration not stated)
-2	i	-0.3	-4	6	-0.4	0	-1	-8	0.9	O=C(Cc1cccs1)NCCS(=O)(=O)N1CCN(c2cccc(Cl)c2)CC1
-3	i	0.1	-1	x	0.1	-1	3	1	-0.5	CCOc1ccc(N2CC(C(=O)Nc3cccc(S(=O)(=O)N4CCOCC4)c3)CC2=O)cc1 (configuration not stated)
-14	i	-0.7	0	1	-0.1	0	0	-8	0.7	CC(=O)c1cc2c(=O)c3ccccc3oc2nc1C

An excerpt from above in order of their number in DNMT1 inh, falling:
Molecule	DNMT1 inh
CC(C)N1CCN(Cc2coc3ccccc3c2=O)CC1CCO (configuration not stated)	18
Cc1ccc(-c2nc(N)c3c(-c4ccc(C)cc4)nn(C(C)(C)C)c3n2)cc1	3
COc1ccccc1CNC(=O)COC(=O)c1cccc(S(=O)(=O)N2CCCC2)c1	1
CC1(C(=O)NS(=O)(=O)c2ccc(Cl)s2)CCN1C(=O)Cc1ccc(-c2ccccc2)cc1 (configuration not stated)	0
N#Cc1c(N)n(C2OC(CO)C(O)C2O)c2ncnc(N)c12 (configuration not stated)	-2
